Bioassay records (PubChem BioAssay)
Growth percent in the NCI-60 one-dose screen (48 h, 10 µM unless noted): 100 = growth as untreated, 0 = no growth, -100 = all killed.
SK-MEL-5: SK-MEL-5 melanoma. 6.4% of 80,000 active. AID 1794755
HS 578T: HS 578T breast cancer; 4.1% of 78,000 active; AID 1794788
LOX IMVI: LOX IMVI melanoma. 7.4% of 79,000 active. AID 1794757
SK-MEL-28: SK-MEL-28 melanoma. 4.1% of 81,000 active
SK-MEL-2: SK-MEL-2 melanoma; 4.7% of 77,000 active
UACC-62: UACC-62 melanoma | 5.4% of 81,000 active | AID 1794756
UACC-257: UACC-257 melanoma; AID 1794764; 4.4% of 78,000 active
MALME-3M: MALME-3M melanoma; 5.8% of 78,000 active; AID 1794766
The depositor's hits bear a star; x = not tested or not shown; & = joins results of further samples. How the source made its calls: active means growth percent below 10; inactive means the rest.

entry	structure	SK-MEL-5	UACC-257	SK-MEL-28	LOX IMVI
1	CC/C(=C(/c1ccc(O)cc1)c1ccc(OCCN(C)C(=O)CCOCCNC(=O)c2cccc3c2CN([C@@H]2CCC(=O)NC2=O)C3=O)cc1)c1ccccc1	98	98	109	102
2	COC(=O)c1cccc(NC2=CC(=O)C(C)=C(C)C2=O)c1	96	87	111	61
3	CCO/C=C1\SC(=S)N(c2cccc(O)c2)C1=O	99	x	102	103
4	CCC1([N+](=O)[O-])COC(c2ccc(C)cc2)OC1 (configuration not stated)	107	104	114	99
5	CC(=O)NNC(=O)c1ccc(C(=O)O)cc1	108	98	100	95
6	CCN(CC)c1ccc(/C=N/NC(=O)Cc2ccc(Nc3ccnc(C(F)(F)F)c3)cc2)c(O)c1	27	37	32	6.6*
7	N#Cc1c(N)cc(=O)n(-c2nc3ccccc3[nH]c2=O)c1O	96	109	116	98
8	C=CCC(=O)OCC1CC2C=CC1C2 (configuration not stated)	111	110	105	98
9	CC1(C)CC[C@]2(CN)CC[C@]3(C)C(=CC[C@@H]4[C@@]5(C)CCCNC(C)(C)[C@@H]5CC[C@]43C)[C@H]2C1	99	117	103	82
10	CCOC(=O)c1ccccc1C(C)CC (configuration not stated)	106	99	107	98

entry	UACC-62	SK-MEL-2	MALME-3M	HS 578T
1	100	106	98	107
2	96	101	98	116
3	103	87	88	108
4	94	110	110	89
5	88	104	98	132
6	21	56	16	38
7	93	105	110	106
8	101	99	106	101
9	105	108	102	108
10	107	102	117	x

Ordered by length of the SMILES (ascending): part of the list above
entry	structure	SK-MEL-5	UACC-257	SK-MEL-28	LOX IMVI
8	C=CCC(=O)OCC1CC2C=CC1C2 (configuration not stated)	111	110	105	98
3	CCO/C=C1\SC(=S)N(c2cccc(O)c2)C1=O	99	x	102	103
2	COC(=O)c1cccc(NC2=CC(=O)C(C)=C(C)C2=O)c1	96	87	111	61
9	CC1(C)CC[C@]2(CN)CC[C@]3(C)C(=CC[C@@H]4[C@@]5(C)CCCNC(C)(C)[C@@H]5CC[C@]43C)[C@H]2C1	99	117	103	82

entry	UACC-62	SK-MEL-2	MALME-3M	HS 578T
8	101	99	106	101
3	103	87	88	108
2	96	101	98	116
9	105	108	102	108

Single entries from the entries so far:
Entry for entry 6 in LOX IMVI: 6.6*
Entry for entry 8 in MALME-3M: 106
Entry for entry 4 in SK-MEL-2: 110
Entry for entry 3 in SK-MEL-28: 102

Other structures follow.
entry	structure	SK-MEL-5	UACC-257	SK-MEL-28	LOX IMVI
11	C[C@]12CC[C@@H]3c4ccc(O)cc4CC[C@H]3[C@@H]1CC[C@@H]2NS(=O)(=O)c1ccc2ccccc2c1	69	83	85	x
12	CCOC(=O)/C(C#N)=C(/C)C1CC1	100	103	106	106
13	C=CC(=O)N1CC2(CC(n3nc(-c4ccc(Oc5ccccc5)cc4)c4c(N)ncnc43)C2)C1	x	5.5*	29	-18*
14	Cc1cccc[n+]1CC(=O)c1cccc2ccccc12	104	104	100	111
15	Cc1cccc(NC(=O)N(C(C)C)C(C)C)c1	97	x	100	97
16	COc1cccc(OC)c1C#N	101	113	102	102
17	O=C1C(Cl)=C(Oc2ccccc2)C(=O)c2ccccc21	75	90	120	85
18	C#CCOc1ccc(C(Nc2ccc(Br)cc2)c2nnnn2C2CCCCC2)cc1OC (configuration not stated)	90	99	104	92
19	CCCCC(Nc1ncnc2nc[nH]c12)C(=O)O (configuration not stated)	103	103	105	95
20	COc1ccccc1[C@H]1c2[nH]c3ccccc3c2C[C@H]2C(=O)N(CCCCCCC(=O)NO)CC(=O)N12	27	27	19	33

entry	UACC-62	SK-MEL-2	MALME-3M	HS 578T
11	65	x	70	81
12	107	111	109	107
13	8.0*	29	13	-12*
14	106	113	94	105
15	102	x	103	92
16	100	124	126	109
17	53	73	76	32
18	58	106	90	88
19	105	103	104	107
20	24	60	-1.1*	54

Continuation:
entry	structure	SK-MEL-5	UACC-257	SK-MEL-28	LOX IMVI
21	CC(=O)N[C@H](C(=O)N[C@@H](CCCNC(=N)N)C(=O)N[C@@H](CCCCN)C(=O)N[C@@H](CCCNC(=N)N)C(=O)N[C@]1(C)CCCCCC/C=C\CCC[C@@](C)(C(=O)N[C@@H](CCCNC(=N)N)C(=O)N[C@@H](CCC(=O)O)C(=O)N[C@@H](CC(C)C)C(=O)N[C@H](C(=O)N[C@@H](CCC(=O)O)C(N)=O)C(C)C)NC(=O)[C@H](CCC(N)=O)NC(=O)[C@H](CC(C)C)NC(=O)[C@H](CC(C)C)NC(=O)[C@H](CCCNC(=N)N)NC(=O)[C@H](CCCNC(=N)N)NC(=O)[C@H](CC(C)C)NC1=O)C(C)C	-69*	x	-30*	29
22	O=C(NCCNc1nccc(-c2c(-c3cccc(O)c3)nc3sccn23)n1)c1ccccc1	40	11	38	23
23	CC(C)N(C)CCOC(=O)C(c1ccccc1)C1CCCC1 (configuration not stated)	100	x	111	95
24	O=C1NCN(c2ccccc2)C12CCN(CCCC(c1ccc(F)cc1)c1ccc(F)cc1)CC2	41	-16*	57	62
25	Cc1ccsc1C(NC(=O)c1ccccc1)c1cc(Cl)c2cccnc2c1O (configuration not stated)	4.3*	x	45	8.6*
26	COc1cc(/C=C(/C)C[N+](=O)[O-])ccc1O	101	33	54	48
27	Cc1ccc(C)c(NC2=C(Cl)C(=O)c3nc(C)ccc3C2=O)c1	-97*	-88*	-12*	-69*
28	COc1ccc(N2CSC(=S)N(c3ccc(OC)cc3)C2)cc1	83	91	108	58
29	CCN(CC)c1ccc(/C=N\NC(=O)/C=C/C=C/c2ccc3c(c2)OCO3)c(O)c1	x	24	52	18
30	COC1CCC(N2C(=O)CNc3ncc(-c4ccc(C(C)(C)O)nc4)nc32)CC1 (configuration not stated)	-45*	-16*	-8.7*	2.4*

entry	UACC-62	SK-MEL-2	MALME-3M	HS 578T
21	-43*	54	-29*	-34*
22	0.9*	46	9.3*	x
23	x	108	105	99
24	78	81	40	69
25	-22*	13	47	31
26	84	97	-12*	99
27	-35*	-36*	-52*	-25*
28	74	78	76	77
29	29	66	57	68
30	-21*	x	-18*	x

(listing goes on)
entry	structure	SK-MEL-5	UACC-257	SK-MEL-28	LOX IMVI
31	O=C1OC(C2COC(c3ccccc3)O2)C(O)=C1O (configuration not stated)	96	75	103	107
32	S=c1ccc2ccccc2[nH]1	104&100	92&101	103&109	103&102
33	Cc1ccc(C(=O)Nc2ccc(C(=O)NC(=S)Nc3ccc(S(N)(=O)=O)cc3)cc2)cc1	106	97	101	95
34	N#Cc1c2cccnc2c2nnc3cc(Cl)c(Cl)cc3n12	86	73	18	22
35	Cn1ccnc1C(=O)/C=C/c1ccc(NC(=O)c2ccc(Cl)cc2)cc1	82	97	94	28
36	Cc1c(C(=O)N=Nc2c(O)n(Cc3ccccc3)c3ccccc23)oc2ccccc12	x	115	99	86
37	Nc1nnc(CCC(=O)Nc2nnc(-c3ccccc3)s2)s1	99	105	108	92
38	COc1cccc(C(c2cccc(OC)c2)c2ccccc2C(=O)O)c1	102	105	114	94
39	O=C(O)c1ccc2cc(C(=O)O)ccc2c1	93	71	93	99
40	Cn1ncc2c(=O)[nH]c(=S)[nH]c21	88	102	101	96

entry	UACC-62	SK-MEL-2	MALME-3M	HS 578T
31	96	114	133	113
32	98&100	97&98	99&86	103&98
33	88	108	86	80
34	53	x	26	-57*
35	79	100	90	102
36	79	95	90	96
37	97	100	108	105
38	91	105	106	105
39	89	132	123	105
40	96	116	88	87

The list goes on.
entry	structure	SK-MEL-5	UACC-257	SK-MEL-28	LOX IMVI
41	CC(=C/c1ccccc1)/C=N/NC(=O)C[N+](C)(C)C	103	106	126	94
42	CC(=O)OC1CC2CCC1(C)C2(C)C (configuration not stated)	106	100	105	101
43	N[C@@H]1CCCN(c2c(/C=C3\SC(=O)NC3=O)cccc2-c2ccccc2)C1	55	45	74	73
44	COc1cc(C(=O)C(=O)c2ccc(OC)c(OC)c2)ccc1O	97	x	115	100
45	N=c1c(S(=O)(=O)c2ccccc2)cc2c(=O)n3ccccc3nc2n1CCc1ccccc1	96	112	93	98
46	CSCCC(NC(=O)C(Cc1ccc(O)cc1)NC(=O)CCCc1cccs1)C(=O)NCC(=O)O (configuration not stated)	103	99	112	x
47	Nc1ncnc2c1ccn2-c1cccc(NC(=O)Nc2cc(C(F)(F)F)cc(C(F)(F)F)c2)c1	107	100	102	102
48	O=C(O)c1ccc(-c2cc3cnc4ccccc4c3oc2=O)cc1	110	103	105	94
49	O=C1CCC(C(=O)NN(c2ccccc2)c2ccccc2)N1 (configuration not stated)	106	102	109	95
50	CCCCn1c(-c2ccc(-c3nc(-c4ccc5c(c4)OCO5)no3)cc2)nc(-c2ccccc2)c1-c1ccccc1	97	91	104	90

entry	UACC-62	SK-MEL-2	MALME-3M	HS 578T
41	110	123	129	112
42	93	x	99	103
43	62	x	56	x
44	94	97	x	108
45	86	98	117	113
46	98	106	109	104
47	102	102	115	x
48	92	113	106	108
49	94	105	104	96
50	83	98	99	103

Remaining list, next part:
entry	structure	SK-MEL-5	UACC-257	SK-MEL-28	LOX IMVI
51	CCCCN(CCCC)C(=O)[C@H](CC)[C@@H]1CC[C@@H](C)[C@@H]([C@H](C)[C@@H](O)[C@@H](C)C(=O)[C@H](CC)C2O[C@]3(C=CC(=O)[C@]4(CC[C@@](C)([C@H]5CC[C@](O)(CC)[C@H](C)O5)O4)O3)[C@H](C)C[C@@H]2C)O1 (some centres not stated)	18	21	24	44
52	O=C(O)C(=Cc1ccccc1)C(=O)O	103	96	103	103
53	N#CC1=C(c2ccco2)Nc2c(c(-c3ccccc3)nn2-c2ccccc2)C12C(=O)Nc1ccccc12 (configuration not stated)	71	102	85	70
54	O=S(=O)(NCCCNc1nccc(-c2[nH]c(-c3ccccc3)nc2-c2ccc(F)c(O)c2)n1)c1ccc(F)cc1	34	31	40	50
55	O=C1CC[C@@]2(C[C@H](CI)OC2=O)O1	97	106	107	104
56	CCOc1ccc([N+](=O)[O-])cc1	99	99	117	98
57	N#Cc1c(-c2ccccc2)c2c(N)nn(-c3ccccc3)c2[nH]c1=O	99	107	103	x
58	CCCC1OCC(Cl)(Cl)C(c2ccccc2)O1 (configuration not stated)	107	103	114	109
59	CCC1=C2C(=O)c3ccccc3C2=C(C)S(=O)(=O)O1	112	96	106	102
60	CCCCCCCCCCCCCCCCCCOc1ccccc1CC(=O)NCC[N+](C)(C)C	64	94	80	33

entry	UACC-62	SK-MEL-2	MALME-3M	HS 578T
51	22	26	-6.0*	43
52	95	108	97	106
53	83	101	90	35
54	19	41	37	102
55	97	95	88	94
56	100	108	93	107
57	94	109	97	100
58	108	103	126	108
59	95	88	108	107
60	42	69	79	62

(more compounds)
entry	structure	SK-MEL-5	UACC-257	SK-MEL-28	LOX IMVI
61	CCCC(=O)NC(c1cccnc1)c1ccc2c(C)ccnc2c1O (configuration not stated)	4.1*	5.9*	30	9.7*
62	CC(C)(C)C(C)(C)NC(=O)C(O)COC(=O)c1ccc(Cl)cc1 (configuration not stated)	105	99	107	98
63	Nc1nonc1-n1nnc(C(=O)N2CCCC2)c1-c1ccccc1	x	98	92	94
64	N#Cc1c(-c2ccccc2)nc(SC(=O)CCNc2ccccc2)[nH]c1=O	99	96	112	99
65	Cc1cccc(-c2nnc(Cn3cc(-c4ccccc4)nn3)o2)c1	99	99	109	93
66	COc1cc(C2CN(C)C3(C(=O)Nc4ccccc43)C2C(=O)c2ccc(Br)cc2)cc(OC)c1OC (configuration not stated)	99	102	115	98
67	CNC(=O)c1cc(Oc2ccc(NC(=O)Nc3ccc(Cl)c(C(C)(C)C)c3)c(F)c2)ccn1	-23*	21	35	17
68	O=C(NCc1ccccc1)c1cccc(Cl)c1	101	97	109	x
69	CC(=O)Nc1ccccc1Cl	101	107	131	105
70	COc1ccc(/C=C/c2nc3ccccc3c(=O)n2CC(=O)Nc2ccc(Cl)cc2)cc1	89	92	93	37

entry	UACC-62	SK-MEL-2	MALME-3M	HS 578T
61	-7.8*	43	21	68
62	95	103	105	96
63	93	106	101	101
64	98	116	106	96
65	89	101	101	100
66	76	104	111	95
67	16	44	0.4*	64
68	93	111	97	102
69	97	92	137	137
70	73	100	76	23
